hERG protect – compounds protecting human hERG from proarrhythmic drug block; AID 1511; activation (rescue from dofetilide block), less the hit threshold, % at 10 µM; 0.51% of 310,000 active; CHO-hERG, FluxOR thallium flux, dofetilide IC70 present;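 active = activation above the mean of controls blocked by dofetilide plus 5 SD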;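 also: thallium influx through hERG after potassium depolarization seen as dye fluorescence rise; in these data hits start at about 4.7%; inactives centre near -7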
KCNK3 inh – human KCNK3 channel inhibition, primary screen. B-score at 10 µM. CHO-KCNK3 thallium flux, FluxOR fluorescence; stronger effect = lower value. 0.84% of 340,000 active. AID 602410. O14649;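 active = B-score under library mean minus 4 SD, starting fluorescence ratio at most library mean plus 5 SD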;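 also: more negative B-score means stronger inhibition of thallium flux through KCNK3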
RGS4 pot – RGS4 potentiation or activation. B-score at 10 µM. HEK293 M3R/inducible RGS4, carbachol calcium flux Fluo4; stronger effect = lower value. 0.92% of 310,000 active;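 active = B-score of the integrated calcium signal more than 4 SD below the library mean, with starting fluorescence not abnormally high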;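 also: negative B-score means reduced calcium response which marks RGS4 activation or potentiation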
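Assay system: Inducible-RGS4 HEK293 cells carrying M3 receptor | Schedule: Compound preincubation 20 min at room temperature before agonist | Signal: Kinetic calcium fluorescence imaging with Fluo4-AM dye, 2 µM | Read-out basis: B score from integrated fluorescence ratio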
KCNK9 block – human KCNK9 channel inhibition | Q9NPC2 | HEK293 KCNK9, FluxOR thallium flux fluorescence; stronger effect = lower value | B-score at 10 µM | 1.2% of 310,000 active | AID 488922;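 active = ratio B-score over 3 SD below the library mean, with starting fluorescence within 5 SD of its mean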;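 also: negative B-score means less thallium flux so channel inhibition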
TMEM16A act – activators or potentiators of mouse TMEM16A chloride channel; Q8BHY3; HEK293 TMEM16A/YFP-H148Q/I152L, iodide quench fluorescence; stronger effect = lower value; B-score at 10 µM; 0.3% of 340,000 active;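 active = fluorescence-ratio B-score plate-corrected deviation score at least 3 library SD below zero, with starting fluorescence score within 5 deviations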;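 also: channel opened by trigger with iodide after compound preincubation; score built on the fluorescence ratio of max minus min over baseline; more negative score means more quench and so TMEM16A activation or potentiation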
Target sequence (Q8BHY3 whole entry, looked up): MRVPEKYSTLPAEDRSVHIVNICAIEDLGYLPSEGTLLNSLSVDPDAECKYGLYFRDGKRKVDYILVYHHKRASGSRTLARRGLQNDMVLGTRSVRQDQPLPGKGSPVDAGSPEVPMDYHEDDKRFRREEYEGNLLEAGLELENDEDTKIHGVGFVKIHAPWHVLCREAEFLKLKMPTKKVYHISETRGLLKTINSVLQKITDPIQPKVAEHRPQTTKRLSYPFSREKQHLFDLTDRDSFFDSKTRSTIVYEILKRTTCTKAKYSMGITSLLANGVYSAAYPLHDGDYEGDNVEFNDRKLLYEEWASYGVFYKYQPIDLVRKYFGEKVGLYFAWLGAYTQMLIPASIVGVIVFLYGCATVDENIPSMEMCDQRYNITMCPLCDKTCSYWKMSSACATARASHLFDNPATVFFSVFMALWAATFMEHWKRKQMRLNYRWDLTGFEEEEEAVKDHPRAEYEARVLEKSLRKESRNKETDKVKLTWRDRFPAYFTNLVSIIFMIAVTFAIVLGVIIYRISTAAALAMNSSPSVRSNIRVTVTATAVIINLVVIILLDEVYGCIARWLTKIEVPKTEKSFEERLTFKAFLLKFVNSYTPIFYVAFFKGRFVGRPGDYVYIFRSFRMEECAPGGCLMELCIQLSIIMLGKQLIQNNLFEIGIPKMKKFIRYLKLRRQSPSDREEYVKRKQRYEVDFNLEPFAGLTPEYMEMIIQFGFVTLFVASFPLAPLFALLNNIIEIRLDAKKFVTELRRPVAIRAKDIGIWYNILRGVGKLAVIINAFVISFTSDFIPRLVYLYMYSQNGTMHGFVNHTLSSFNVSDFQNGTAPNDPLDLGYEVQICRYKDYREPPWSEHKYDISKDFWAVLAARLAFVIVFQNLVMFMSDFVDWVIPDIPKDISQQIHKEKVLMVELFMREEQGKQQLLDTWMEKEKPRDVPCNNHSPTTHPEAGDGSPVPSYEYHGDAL
KCNQ1 pot – potentiates or activates the human KCNQ1 potassium channel; P51787; CHO-K1 KCNQ1, thallium flux FluxOR fluorescence; stronger effect = higher value; B-score at 10 µM; 0.35% of 310,000 active;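 active = fluorescence ratio B-score, a plate-corrected score, at least three library SD, with initial intensity B-score within 5 SD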
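Assay system: stable KCNQ1 CHO-K1 line; medium: assay buffer, equal DMSO in all wells; timing: 90 min dye loading and 20 min compound exposure, both at room temperature; technique: kinetic FluxOR thallium fluorescence, 10-s 1-Hz baseline, 110-s post-stimulus read; read-out basis: B score of baseline-normalized fluorescence ratio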
MrgX1 allo act – allosterically activates human MrgX1 receptor signaling; Q96LB2; B-score at 10 µM; MrgX1-HEK293, Fluo-4 calcium flux, FDSS; stronger effect = higher value; 0.63% of 310,000 active;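 active = plate-corrected calcium response at least 3 library SD above typical, normal starting fluorescence, not activating the receptor alone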;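 also: compound read alongside a low EC10 to EC30 dose of BAM8-22 agonist; peak minus trough fluorescence over baseline measured at the second addition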
MrgX1 agonist – agonists of human MrgX1 receptor. B-score at 10 µM. 0.44% of 310,000 active. MrgX1-HEK293 cells, Fluo-4 calcium fluorescence, agonist mode; stronger effect = higher value. Q96LB2;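 active = calcium response B-score plate-corrected fluorescence ratio at least 3 library SD, with starting fluorescence B-score inside 5 SD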
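Test system: HEK293 cells stably expressing human MrgX1 receptor; Input: fifteen thousand cells per well; Dosing: compound delivered in addition one of three; Schedule: overnight seeding, then 1 h dark dye loading; Technique: Fluo-4 NW calcium fluorescence; Measure: B-scored fluorescence response ratio; Controls: positive and negative controls per plate.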
RGS4 block – human RGS4 inhibition; P49798; HEK293 M3R/RGS4 inducible, Fluo-4 calcium flux; stronger effect = higher value; triggered by carbachol at its EC20; B-score at 10 µM; 0.45% of 310,000 active; AID 463165;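 active = B-score, a plate-corrected calcium signal, over three deviations above library mean, with baseline fluorescence within five deviations of library mean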;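 also: RGS4 expression induced by doxycycline in cells with stable M3 receptor; B-score is computed from the integrated fluorescence ratio over baseline after carbachol; higher B-score means a larger calcium signal and so more RGS4 inhibition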
ANO1 block – inhibitors of mouse TMEM16A calcium-activated chloride channel; Q8BHY3; HEK293 TMEM16A/YFP iodide influx fluorescence, ionomycin; normalized B-score (activity score, 25-100; higher = stronger inhibition) at 10 µM; 1.2% of 310,000 active; AID 588511;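 active = ratio plate-corrected score three or more library SD toward inhibition, starting fluorescence score within five deviations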;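 also: score derived from kinetic fluorescence span divided by baseline fluorescence per well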
KCNQ1 block – blocks the human KCNQ1 potassium channel; CHO-K1 KCNQ1, FluxOR thallium flux fluorescence; stronger effect = higher value; B-score at 10 µM; 1.3% of 310,000 active;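 active = compounds whose thallium flux B-score, printed positive for inhibition, exceeds three library SD while starting fluorescence stays within three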;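 also: channel opened by potassium depolarization with thallium stimulus after 20 min compound exposure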
An asterisk follows results filed as active; i = inactive; · = not tested or not shown.

SMILES	hERG protect	KCNK3 inh	RGS4 pot	KCNK9 block	TMEM16A act	KCNQ1 pot	MrgX1 allo act	MrgX1 agonist	RGS4 block	ANO1 block	KCNQ1 block
O=C(Nc1ccc2c(c1)OCCO2)C1CCN(C(=O)c2ccccc2)CC1	-6	i	i	i	i	i	i	i	i	i	i
Cc1nc(Cl)c(C(=O)NCc2ccccc2)c(C)c1[N+](=O)[O-]	-4	i	i	i	i	i	i	i	i	i	i
O=C(Nc1ccccn1)Nc1ccccc1Cl	-8	i	i	i	i	i	i	i	i	i	i
N#Cc1ccc(COc2cccc3cccnc23)cc1	-8	i	i	i	i	i	i	i	i	i	i
Cc1nn(-c2ccccc2)c(Cl)c1/C=N/NC(=O)c1[nH]ncc1Br	-14	i	i	i	i	i	i	i	i	i	i
CCCCNC(=O)C(Cc1ccccc1)NS(=O)(=O)c1ccc2c(c1)c(=O)n(C)c(=O)n2C (stereo not drawn)	·	i	·	·	i	·	i	i	·	i	·
C=CCn1c(Cc2c[nH]c3ccccc23)n[nH]c1=S	-1	i	i	i	i	i	i	i	i	i	i
Cc1ccc(CSc2n[nH]c(N)n2)cc1	-15	i	i	i	i	i	i	i	i	i	i
COc1cccc(C2c3c(oc4ccccc4c3=O)C(=O)N2c2ccccn2)c1 (stereo not drawn)	-4	i	i	i	i	i	i	i	i	i	i
O=C(NC1CCCCC1)C(c1cccnc1)N(C(=O)CCl)c1cccc(Cl)c1 (stereo not drawn)	-14	i	i	i	i	i	i	i	i	i	i
Cc1cc[n+](-c2[nH]c(=O)sc2/C=N/N=C(\[O-])CCn2c3ccccc3c3ccccc32)cc1	0	i	i	i	i	i	i	i	i	i	i
Cc1ccc(S(=O)(=O)N2CCC(=O)N(C(COCc3cccc(Cl)c3)Cc3ccccc3)CC2)cc1 (stereo not drawn)	-9	i	i	i	-11*	i	i	i	i	i	i
Cc1ccc(S(=O)(=O)N(C)c2ccc(OCC(=O)NCc3ccco3)cc2)cc1	-8	i	i	i	i	i	i	i	i	i	i
CCOc1cccc(-c2nnc3sc(COc4ccccc4)nn23)c1	-8	i	i	i	i	i	i	i	i	i	i
COc1ccc(NC(=O)c2cccc(OC(=S)N3CCOCC3)c2)cc1	-8	i	i	i	i	i	i	i	i	i	i
Cc1sc(NC(=O)CN2C(=O)NC3(CCCC3)C2=O)nc1-c1ccc(F)cc1	-13	i	i	i	i	i	i	i	i	i	i
CCOC(=O)CSc1nc(C)c(Oc2ccc(Cl)cc2Cl)c(=O)[nH]1	-10	i	i	i	i	i	i	i	i	i	i
CCc1nn(-c2ccccc2)c(N)c1-c1ccc(OC)c(OC)c1	-9	i	i	i	i	i	i	i	i	i	i
O=C1C=C(c2ccccc2)OC(c2ccccc2)O1 (stereo not drawn)	-5	i	i	i	i	i	i	i	i	i	i
O=C(CSc1nnc(CNC(=O)c2c(F)cccc2Cl)o1)Nc1ccc2c(c1)OCO2	-8	i	i	i	i	i	i	i	i	i	i
CC(C)Cc1ccc(C(C)C(=N)N)cc1 (stereo not drawn)	-13	i	i	i	i	i	i	i	i	i	i
O=C(Nc1ccc(Cl)cc1C(F)(F)F)c1ccccc1	-9	i	i	i	i	i	i	i	i	i	i
CC(=O)c1c(C(C)=O)c(C)n(-c2nc(-c3cccs3)c(C)s2)c1C	-7	i	i	i	i	i	i	i	i	i	i
COc1cc2c(C(=O)N3CCN(C)CC3)c(C)n(-c3ccccc3)c2cc1Br	-12	i	i	i	i	i	i	i	i	i	i
Cc1ccc(NC(=O)C2CC(c3ccc(F)cc3)=NO2)cc1 (stereo not drawn)	-7	i	i	i	i	i	i	i	i	i	i
Next records:
SMILES	hERG protect	KCNK3 inh	RGS4 pot	KCNK9 block	TMEM16A act	KCNQ1 pot	MrgX1 allo act	MrgX1 agonist	RGS4 block	ANO1 block	KCNQ1 block
COc1ccccc1C(=O)NCC(=O)NNC(=O)C1COc2ccccc2O1 (stereo not drawn)	-16	i	i	i	i	i	i	i	i	i	i
COc1ccc(S(=O)(=O)N2CCOCC2)cc1NC(=O)COC(=O)C1COc2ccccc2O1 (stereo not drawn)	-7	i	i	i	i	i	i	i	i	i	i
Cc1nc(C)c(C(=O)C2=C(O)C(=O)N(CCN3CCOCC3)C2c2cccs2)s1 (stereo not drawn)	-14	i	i	i	i	i	i	i	i	i	i
CC(C)c1nc(NCC2CCCO2)c(C#N)c2c1COC(C)(C)C2 (stereo not drawn)	-16	i	i	i	i	i	i	i	i	i	i
Cc1ccccc1OCCNC(=O)/C=C/c1ccccc1	-16	i	i	i	i	i	i	i	i	i	i
Cc1ccc(Nc2c(F)c(F)c(F)c(F)c2C(=O)O)c(C)c1	-1	i	i	i	i	i	i	i	i	i	i
C=CCN1C(=NC(=O)CC)SC2CS(=O)(=O)CC21 (stereo not drawn)	-9	i	i	i	i	i	i	i	i	i	i
Fc1cnc(Cl)nc1N1CCN(c2ccccc2)CC1	-6	i	i	i	i	i	i	i	i	i	i
Nc1nonc1-c1nc2ccccc2n1Cc1ccc(F)cc1	-10	i	i	i	i	i	i	i	i	i	i
Cc1ccccc1NC(=O)C1CCCN(c2nnc(N3CCCC3=O)s2)C1 (stereo not drawn)	-8	i	i	i	i	i	i	i	i	i	i
Cc1c(C)c2ccc(OCC(=O)N3CCC(C(=O)O)CC3)c(C)c2oc1=O	-6	i	i	i	i	i	i	i	i	i	i
Cc1ccc(Oc2ccc(NC(=O)Cn3ccsc3=N)cc2)cc1	-16	i	-8.8*	i	i	22*	i	45*	i	i	i
COc1ccc(C(=O)NNC(=O)c2cc3cc([N+](=O)[O-])ccc3oc2=O)cc1OC	-11	i	i	i	i	i	i	i	i	i	i
O=C(Nc1ccc2nc(-c3ccccn3)[nH]c2c1)C1CCCCC1	-10	i	i	i	i	i	i	i	i	i	i
NC(=O)CC(NC(=O)Cc1ccc(Br)cc1)c1ccc(NCCN2CCCC2)c([N+](=O)[O-])c1 (stereo not drawn)	-6	i	i	i	i	i	i	i	i	i	i
Cc1cccc(NC(=S)N(Cc2ccco2)C(C)c2cccs2)c1 (stereo not drawn)	-14	-9.7*	i	i	i	i	i	i	i	i	i
COc1ccc(/C(=C\Nc2ccc(C)c(C)c2)C(C)=O)cc1OC	-9	i	i	i	i	i	i	i	i	i	i
Cc1cc(N2CCOCC2)nc2ccc(Cl)cc12	-8	i	i	i	i	i	i	i	i	i	i
COc1ccccc1NC(=O)c1ccc(Br)o1	-7	i	i	i	i	i	i	i	i	i	i
CCCCOc1ccc(NC(=S)Nc2cc(C)nc(SCCCC)n2)cc1	-3	i	i	i	i	i	i	i	i	i	i
CCC(=O)N1CCc2cc(S(=O)(=O)N3CCN(c4cc(C)ccc4C)CC3)ccc21	-10	i	i	i	i	i	i	i	i	i	i
COc1cc2c(cc1NC(=S)Nc1cccc(C)c1)oc1ccccc12	-1	i	i	i	i	i	i	i	i	i	i
CCOc1ccc(CCNC(=O)COC(=O)CCC(=O)c2cccs2)cc1OCC	-6	i	i	i	i	i	i	i	i	i	i
CN1CCN(c2ncnc3c2c(-c2ccccc2)cn3-c2ccc(F)cc2)CC1	-27	i	i	i	i	i	i	i	i	i	i
CCCCNC(=S)N1CCN(c2ccc(C(C)=O)cc2)CC1	-8	i	i	i	i	i	i	i	i	i	i
Other results follow:
SMILES	hERG protect	KCNK3 inh	RGS4 pot	KCNK9 block	TMEM16A act	KCNQ1 pot	MrgX1 allo act	MrgX1 agonist	RGS4 block	ANO1 block	KCNQ1 block
CCC(=O)NC(=S)Nc1ccc(N2CCN(C(=O)c3ccc(Cl)cc3)CC2)cc1	0	i	i	i	i	i	i	i	i	i	i
Cc1cc(C)nc(N/N=C/c2ccccc2OCc2ccc([N+](=O)[O-])cc2)n1	-8	i	i	-15*	i	i	i	i	i	i	i
Cc1ccc(Cl)cc1Nc1nc(-c2sc(NC(=O)c3ccco3)nc2C)cs1	-29	i	i	-12*	i	i	i	i	i	i	i
C/C(CC(=O)Nc1ccc2ccccc2c1)=N\NC(=O)c1cnccn1	-8	i	i	i	i	i	i	i	i	i	i
CC1Sc2ccc(S(=O)(=O)N3CCC(C(=O)NCc4ccco4)CC3)cc2NC1=O (stereo not drawn)	-4	i	i	i	i	i	i	i	i	i	i
COc1cccc(-c2c(NC(C)=O)n(C)c3ccccc3c2=O)c1	-9	i	i	i	i	i	i	i	i	i	i
Cn1cccc1C(=O)C(=O)Nc1ccccc1C(F)(F)F	0	i	i	i	i	i	i	i	i	i	i
CN(Cc1cc(=O)n2ccsc2n1)Cc1nc2ccccc2c(=O)[nH]1	-16	i	i	i	i	i	i	i	i	i	i
COc1ccccc1NC(=O)c1cn(C)c(=O)c2cc(OC)c(OC)cc12	-5	i	i	i	i	i	i	i	i	i	i
O=C(NC(=S)Nc1ccc(CN2CCOCC2)cc1)c1ccc(-c2ccc(Cl)cc2)o1	-7	·	i	i	·	i	i	i	i	i	i
CN(C)S(=O)(=O)c1ccc(Cl)c(C(=O)OCC(=O)NC(=O)c2cccn2C)c1	-11	i	i	i	i	i	i	i	i	i	i
Cc1ccc(OCCn2nnc3ccccc32)cc1C	-7	i	i	i	i	i	i	i	i	i	i
COc1cc(/C=N/N(C)c2ccccc2)ccc1O	-13	i	i	i	i	i	i	i	i	i	i
Cc1ccc(-c2csc(NC(=S)NC(=O)c3ccco3)n2)cc1	-5	i	i	i	i	28*	i	i	i	i	i
COc1ccc(C(=O)OCC(=O)NCc2ccco2)cc1OC	-7	i	i	i	i	i	i	i	i	i	i
OCCCNC(c1ccccc1)c1ccc(O)cc1 (stereo not drawn)	-4	i	i	i	i	i	i	i	i	i	i
COc1cccc(NC(=O)CSc2nccn(-c3ccc4c(c3)OCCO4)c2=O)c1	-12	i	i	i	i	i	i	i	i	i	i
